# Screening data from PubChem.
# KCNH2 WT inh: qHTS for Inhibitors of KCHN2 3.1: Wildtype qHTS; U2OS, BacMam KCNH2, thallium flux FluxOr; stronger effect = lower value; Voltage-gated inwardly rectifying potassium channel KCNH2 (Homo sapiens), Q12809; 0.37% of 340,000 active; AID 720551, 2013; activity change, % at 1.84 µM;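 active means maximum activity change below -70%; inconclusive means maximum activity change between -70% and -50%; inactive means maximum activity change above -50%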; further: on the % scale 0 is the no-effect control and ±100 the full control effect
#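 U2OS cells transduced with wild-type KCNH2 virus are loaded with FluxOr dye for 45 min, and thallium flux is measured in kinetic reads before and after stimulation buffer. Rate constants are normalized to DMSO controls.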
# GALK inhibitor: qHTS Assay for Inhibitors of Human Galactokinase (GALK). Potency, µM (doses to about 57.5 µM), for inactives: top-dose activity change, negative = inhibition, actives largely listed as inhibitors. Purified GALK, Kinase-Glo residual ATP luminescence. P51570. AID 1868, 2009. 0.007% of 270,000 active; further: potency means the concentration at half of the fitted maximal effect; on the % scale 0 is the no-effect control and ±100 the full control effect
#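 Luminescence from leftover ATP (Ultra-Glo luciferase/luciferin) served as read-out after a 1 h room-temperature reaction of 5 nM GALK with 35 uM ATP and 100 uM galactose.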
# Chronic BCR inh: qHTS Assay to Find Inhibitors of Chronic Active B-Cell Receptor Signaling | ABC-DLBCL IkBa-CBG/CBR reporter, luminescence ratio, 4 h | Potency, µM (series often up to 46.1 µM), without a hit: top-dose ratio change, negative = lower green/red ratio, hits mostly inhibitors | 0.05% of 340,000 active; active means well fitted inhibition curve with a large enough effect in the signal ratio, with a control signal flat, not every such curve was filed as active; inconclusive means small, poorly fitted or top-dose-only effect, or effect the other way, or a change in a side signal; the % refers to the signal ratio;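 further: potency means the concentration at half of the fitted maximal effect; plate controls were basal doxycycline-induced cells for no effect and cells given 10 µM MG132 for full effect; MG132 reads +100%, hits lower the ratio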
#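 Concentration-response series (up to 46 uM) were applied to TMD8 dual-reporter cells for 4 h at 37C with doxycycline. Green/red ratio, after filter-overlap correction, defined %Activity; red signal alone was normalised to basal cells and zero luminescence.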
# S-ASM inh: Inhibitors of Secretory Acid Sphingomyelinase (S-ASM): qHTS. placental ASM, HMU-PC fluorogenic substrate, 60 min. 0.006% of 340,000 active. AID 504937, 2011. Potency, µM (top dose mostly 57.5 µM), without a hit: top-dose activity change, negative = inhibition, hits mostly inhibitors; further: potency means the concentration at half of the fitted maximal effect
# Target sequence (P17405 47-631 limits assumed): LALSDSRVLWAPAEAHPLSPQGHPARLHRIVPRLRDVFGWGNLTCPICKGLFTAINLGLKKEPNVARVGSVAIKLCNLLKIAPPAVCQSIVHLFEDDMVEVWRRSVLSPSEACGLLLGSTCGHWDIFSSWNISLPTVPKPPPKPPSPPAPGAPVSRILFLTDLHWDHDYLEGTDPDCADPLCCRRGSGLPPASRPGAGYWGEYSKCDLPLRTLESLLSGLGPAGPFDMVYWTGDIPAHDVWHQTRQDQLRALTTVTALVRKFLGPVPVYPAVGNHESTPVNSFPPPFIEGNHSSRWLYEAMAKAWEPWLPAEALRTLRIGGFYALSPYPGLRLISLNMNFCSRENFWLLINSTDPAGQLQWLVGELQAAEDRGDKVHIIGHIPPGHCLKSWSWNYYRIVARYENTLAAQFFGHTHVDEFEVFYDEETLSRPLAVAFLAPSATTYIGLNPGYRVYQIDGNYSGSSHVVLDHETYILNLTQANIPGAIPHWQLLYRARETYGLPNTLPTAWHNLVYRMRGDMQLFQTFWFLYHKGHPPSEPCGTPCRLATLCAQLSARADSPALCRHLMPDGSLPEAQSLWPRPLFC
#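 Human placenta-derived ASM preincubated with compound 10 min at room temperature, then reacted with 9 uM (final) fluorogenic HMU-PC substrate for 60 min at 37 C. Stop solution raises pH to 10; fluorescence read at Ex 386/Em 447 nm.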
# Mito fusion yeast: qHTS Assay for Small Molecule Inhibitors of Mitochondrial Division or Activators of Mitochondrial Fusion. Potency, µM (top dose mostly 46.1 µM), for inactives: at the top dose growth rescue (activation), hits mostly activators. S. cerevisiae fusion-defective mutant growth rescue, CellTiterGlo 48 h. 0.23% of 320,000 active;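 further: potency means the concentration at half of the fitted maximal effect; % of control where 0% means no effect; nearly all actives have a fitted effect of over 45% in size; temperature-sensitive fusion mutants such as fzo1-1 at 37 °C on non-fermentable ethanol glycerol medium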
#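 Compounds are tested for their ability to restore growth of mitochondrial fusion-defective yeast strains at non-permissive 37C in YPEG medium over 48 hours. Viability is quantified by luciferase luminescence.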
# PKM2 activator: qHTS Assay for Activators of Human Muscle isoform 2 Pyruvate Kinase. Pyruvate kinase PKM (Homo sapiens), P14618. purified PKM2, Kinase-Glo ATP luminescence, activation; response scale: 0% is enzyme alone, no compound. Potency, µM (highest dose often 57.5 µM), inactives show at the highest dose activation, actives largely listed as activators. 0.34% of 260,000 active. AID 1631, 2009; further: potency means the concentration at half of the fitted maximal effect; on the % scale 0 is the no-effect control and ±100 the full control effect; nearly all actives have a fitted effect of over 55% in size
#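 Purified hPK-M2 (>95%) run at intermediate activity with 0.1 mM ADP and 0.5 mM PEP in 50 mM imidazole pH 7.2, KCl, MgCl2; 1 h room temperature. ATP formed read by Kinase-Glo luminescence; normalized to uninhibited and no-enzyme controls.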
# TSHR antagonist: Antagonists of the Thyroid Stimulating Hormone Receptor: HTS campaign | TSHR-expressing cells, TSH-stimulated cAMP HTRF, 2 h; stronger effect = lower value | AID 504810, 2011 | activity change, negative = inhibition, % at 11.5 µM | 0.2% of 330,000 active;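 active means activity change below a set negative limit, meaning inhibition stronger than a set level, cut at about -70% in these data; inconclusive means activity change between two set negative limits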; further: on the % scale 0 is the no-effect control and ±100 the full control effect
#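 Inhibition of cAMP made by TSHR-expressing cells under TSH stimulation (4nM final, EC80; 2 h, 37 deg C) is quantified with a one-step lysis HTRF kit, anti-cAMP cryptate versus cAMP-d2.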
# MBNL1 CUG block: qHTS Assay for Inhibitors of MBNL1-poly(CUG) RNA binding; Muscleblind-like protein 1 (Homo sapiens), Q9NR56; TR-FRET MBNL1-His/biotin-(CUG)12 binding, 665/545 ratio; Potency, µM (top dose mostly 57.5 µM), for inactives: at the top dose activity change, negative = inhibition, usual class: inhibitors; 0.036% of 280,000 active; active means well fitted inhibition curve with a large enough effect in the signal ratio, with a control signal flat, not every such curve was filed as active; inconclusive means small, poorly fitted or top-dose-only effect, or effect the other way, or a change in a side signal; inactive means no such curve, though single readings can be large or run the other way; the % refers to the signal ratio; further: potency means the concentration at half of the fitted maximal effect; on the % scale 0 is the no-effect control and ±100 the full control effect
# Target sequence (Q9NR56 whole entry, looked up): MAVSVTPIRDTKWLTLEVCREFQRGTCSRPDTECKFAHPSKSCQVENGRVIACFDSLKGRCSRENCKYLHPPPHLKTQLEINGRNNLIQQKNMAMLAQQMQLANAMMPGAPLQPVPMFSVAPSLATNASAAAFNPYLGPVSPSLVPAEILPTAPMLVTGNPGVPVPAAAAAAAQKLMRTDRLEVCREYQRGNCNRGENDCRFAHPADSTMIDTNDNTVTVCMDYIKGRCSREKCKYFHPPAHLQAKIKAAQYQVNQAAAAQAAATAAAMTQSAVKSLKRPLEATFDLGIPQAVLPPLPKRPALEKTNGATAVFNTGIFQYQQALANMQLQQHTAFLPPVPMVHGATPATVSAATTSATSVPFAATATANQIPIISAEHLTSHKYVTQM
#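 His-tagged MBNL1 binding to biotinylated (CUG)12 RNA was measured by TR-FRET using terbium anti-His antibody (0.055 ng/ul final) and streptavidin-XL665 (5 nM final). Compounds were titrated 92 nM to 58 uM; 60 min at room temperature.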
# Eya2 phos inh: qHTS Assay for Inhibitors of the Phosphatase Activity of Eya2. 0.006% of 330,000 active. AID 488837, 2010. Potency, µM (doses to about 76.9 µM), without a hit: at the highest dose activity, negative = inhibition, most hits filed as inhibitors. recombinant Eya2, OMFP fluorescence dephosphorylation (OMFP is methylfluorescein phosphate); further: potency means the concentration at half of the fitted maximal effect; on the % scale 0 is the no-effect control and ±100 the full control effect
#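 Eya2 (0.2 uM) preincubated 10 min at ambient with compound, then OMFP substrate added at 50 uM; 10 min reaction in 50 mM HEPES pH 7.5, 50 mM NaCl, 5 uM MgCl2, 0.05% BSA, 1 mM DTT. Fluorescence read at Ex 485/Em 525 nm.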
# Menin MLL FP TR: qHTS Assay for Inhibitors Targeting the Menin-MLL Interaction in MLL Related Leukemias: Competition With Texas Red Labeled MLL-derived Mutant Peptide. AID 1768, 2009. Menin + Texas Red MLL mutant peptide, fluorescence polarization. O00255. Potency, µM (series often up to 61.6 µM), for the others: top-dose FP activity change, negative = inhibition, usual class: inhibitors. 0.23% of 270,000 active; active means well fitted inhibition curve with a large enough effect in the polarisation, with a control signal flat, not every such curve was filed as active; inconclusive means small, poorly fitted or top-dose-only effect, or effect the other way, or a change in a side signal; inactive means no such curve, though single readings can be large or run the other way; the % refers to the polarisation; further: potency means the concentration at half of the fitted maximal effect; % of control where 0% means no effect; many of its hits are not listed in these tables
# USP2a block: qHTS Assay for Inhibitors of Ubiquitin-specific Protease USP2a Using CHOP2 as the Reporter; Ubiquitin carboxyl-terminal hydrolase 2 (Homo sapiens), O75604; USP2 core, Ub-CHOP2 coupled fluorogenic reporter, 485/531; Potency, µM (doses to about 38.3 µM), without a hit: at the top dose activity change, negative = inhibition, most hits filed as inhibitors; 0.01% of 330,000 active; AID 463254, 2010;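 further: potency means the concentration at half of the fitted maximal effect; plate controls were DMSO wells for no effect and full inhibition by NEM control for full effect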
#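 Deubiquitinase activity read as fluorescence (485/531 nm) after Ub-CHOP2 cleavage activates the enterokinase reporter on its substrate; USP2 core 10nM, Ub-CHOP2 and substrate 25nM each, 30min compound preincubation then 60min RT; data normalized to NEM, curves fitted.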
# The depositor's hits bear a star; ? = inconclusive; . = no result given; [ ] = remark or other dose. Unless noted, the call rests on the fitted dose curve; in most records, active means well fitted curve in the direction sought with a large enough effect; inconclusive means small, poorly fitted or top-dose-only effect, or another doubt; inactive means no such curve, though single readings can be large; an effect the other way counts as inactive or inconclusive. Only part of the results is shown; the hit share may differ from the screen's.
SMILES,KCNH2 WT inh,GALK inhibitor,Chronic BCR inh,S-ASM inh,Mito fusion yeast,PKM2 activator,TSHR antagonist,MBNL1 CUG block,Eya2 phos inh,Menin MLL FP TR,USP2a block
CCc1ccc(N(CC(=O)Nc2sc3c(c2C(=O)OC)CCCC3)S(C)(=O)=O)cc1,-20,1%,?,-14%,25%,1%,11,-6%,0%,1%,3%
O=C(Nc1cc(S(=O)(=O)N2CCCC2)ccc1OCC(F)(F)F)c1ccc(F)cc1,6,0%,1%,-1%,6%,-14%,21,?,1%,-21%,2%
COc1ccccc1NC(=O)N1CCN(C)CC1,7,-2%,?,6%,-2%,-7%,-4,-2%,-13%,0%,5%
O=C(CN(C(=O)CCC(=O)Nc1nccs1)C1CCCC1)NCc1ccc2c(c1)OCO2,3,-3%,-1%,-4%,-4%,-1%,-11,-2%,20%,3%,0%
CCOC(=O)[C@H]1[C@H]2COc3ccc(Cl)cc3[C@@H]2N2C(=O)CNC(=O)[C@@]12C,1,.,1%,7%,-12%,.,18,.,-19%,.,-1%
COc1cc(C(CCN2CCOCC2)c2c(OC)cc(OC)c3c(-c4ccccc4)cc(=O)oc23)cc(OC)c1OC (stereo unspecified),-16,.,?,-11%,.,.,0,.,-19%,?,-9%
C=CCOc1ccccc1/C=N/NC(=O)Cc1ccc(C)cc1,-3,-5%,-4%,11%,-2%,-1%,11,4%,1%,0%,-1%
CCCc1nnc(SCC(=O)Nc2cccc(Cl)c2Cl)o1,-10,0%,9%,1%,-1%,.,5,3%,6%,?,0%
COc1ccc(-c2nc(CSCC(=O)N3CCN(C(=O)c4ccco4)CC3)c(C)o2)cc1OC,-5,2%,2%,-1%,-1%,10%,-6,-2%,7%,-3%,-1%
CCCCN(C(=O)c1ccc(-c2ccc(Cl)cc2)o1)c1c(N)n(CCCC)c(=O)[nH]c1=O,-202*,.,12%,12%,3%,.,-2,.,?,.,3%
O=C(CSc1nc2ccccc2[nH]1)NC1CCCc2ccccc21 (stereo unspecified),-14,0%,6%,0%,7%,3%,-8,8%,9%,-6%,5%
NC(=O)c1cccnc1Nc1cccc(F)c1,3,2%,-2%,0%,1%,0%,-2,-12%,-4%,-2%,4%
CCOC(=O)C1CCN(C(=O)CCNC(=O)Cn2ccc3ccccc3c2=O)CC1,-6,-1%,-3%,0%,0%,-1%,-2,0%,-6%,-20%,-2%
Cc1ccnc(SCCn2c(N3CCCCC3)nc3c2c(=O)[nH]c(=O)n3C)n1,.,1%,-19%,.,0%,-1%,-9,13%,22%,0%,1%
Cc1ccc2nc(NC(=O)[C@H](C)N3C(=O)C4CC=CCC4C3=O)sc2c1 (stereo partly specified),-8,0%,?,-1%,8%,8%,4,4%,7%,35%[activator],0%
COc1ccc(CSc2nncn2N)cc1Br,-4,1%,1%,-1%,2%,13%,15,4%,13%,-10%,2%
CCc1nnc(NC(=O)CCC(=O)N2CCN(Cc3cc(F)ccc3OC)CC2)s1,-13,1%,2%,-1%,-1%,0%,-5,-17%,1%,-3%,-3%
S=c1[nH]nc(COc2ccc(Cl)cc2)n1Cc1ccco1,-7,1%,5%,-1%,0%,-12%,-11,-1%,1%,6%,-2%
CCCCOCCCNC(=O)c1ccc(NC(C)=O)cc1,-6,-2%,?,3%,1%,-2%,2,-4%,8%,-14%,0%
CCc1ccc(OCC2c3cc(OC)c(OC)cc3CCN2C(=S)NCCOC)cc1 (stereo unspecified),-10,0%,-7%,-24%,27%,7%,-4,.,-1%,4%,2%
COc1ccc(/C(C)=N/Nc2ccccc2Cl)c(O)c1,-10,2%,-1%,-3%,-2%,14%,12,-1%,-3%,.,7%
c1ccc2[nH]c(CN3CCCCC3)nc2c1,6,1%,?,4%,-1%,5%,8,-2%,-24%,13%,6%
Cc1ccc(NC(=O)C(Nc2ccccc2)c2ccccc2)cc1 (stereo unspecified),-1,-3%,5%,7%,26%,1%,-5,.,-7%,-6%,4%
C/C(=N/NC(=O)c1ccco1)c1ccc(Br)s1,6,0%,?,-5%,2%,.,-4,?,-3%,.,4%
CN(C)c1ncc(S(=O)(=O)c2ccc(Cl)cc2)c(-c2ccc(Cl)cc2Cl)n1,-3,-3%,15%,-6%,10%,6%,-5,-5%,-14%,-9%,2%

# Quoted from the listing:
# Entry of COc1ccc(/C(C)=N/Nc2ccccc2Cl)c(O)c1 in GALK inhibitor: 2%
# Entry of O=C(Nc1cc(S(=O)(=O)N2CCCC2)ccc1OCC(F)(F)F)c1ccc(F)cc1 in USP2a block: 2%

# A draw from above in order of SMILES length, rising:
SMILES,KCNH2 WT inh,GALK inhibitor,Chronic BCR inh,S-ASM inh,Mito fusion yeast,PKM2 activator,TSHR antagonist,MBNL1 CUG block,Eya2 phos inh,Menin MLL FP TR,USP2a block
c1ccc2[nH]c(CN3CCCCC3)nc2c1,6,1%,?,4%,-1%,5%,8,-2%,-24%,13%,6%
C=CCOc1ccccc1/C=N/NC(=O)Cc1ccc(C)cc1,-3,-5%,-4%,11%,-2%,-1%,11,4%,1%,0%,-1%
CCc1ccc(OCC2c3cc(OC)c(OC)cc3CCN2C(=S)NCCOC)cc1 (stereo unspecified),-10,0%,-7%,-24%,27%,7%,-4,.,-1%,4%,2%
COc1ccc(-c2nc(CSCC(=O)N3CCN(C(=O)c4ccco4)CC3)c(C)o2)cc1OC,-5,2%,2%,-1%,-1%,10%,-6,-2%,7%,-3%,-1%

# More compounds.
SMILES,KCNH2 WT inh,GALK inhibitor,Chronic BCR inh,S-ASM inh,Mito fusion yeast,PKM2 activator,TSHR antagonist,MBNL1 CUG block,Eya2 phos inh,Menin MLL FP TR,USP2a block
CSc1nc(C)cc(OCC(=O)N2CCOCC2)n1,19,0%,1%,4%,4%,-7%,16,-11%,4%,2%,-1%
COc1cccc(C(=O)NC(=S)Nc2ccc3[nH]c(=O)[nH]c3c2)c1,0,-2%,?,1%,-2%,-2%,-3,4%,-11%,-18%,-2%
C[C@H](CO)N1C[C@H](C)[C@@H](CN(C)C(=O)NC2CCCCC2)Oc2c(NC(=O)C3CC3)cccc2C1=O,-1,.,1%,0%,.,.,1,.,-15%,.,4%
O=C(CN1CCN(C(=O)c2ccc(-c3nc4ccccc4s3)o2)CC1)Nc1ccc(F)cc1,28,.,?,-3%,5%,.,-34,.,5%,.,0%
Cc1ccsc1C(=O)OCC(=O)c1ccc(OC(F)F)cc1,-18,.,7%,3%,17%,.,-24,.,-27%,.,1%
O=C(CCCCCNC(=O)c1ccccc1)N/N=C/c1ccc(O)cc1O,0,1%,?,64%[activator],1%,5%,1,9%,-5%,-9%,4%
O=C(CCN1CCCCCC1)Nc1ccc(F)c(F)c1,13,-1%,?,2%,0%,5%,5,-3%,19%,-3%,1%
CC(=O)c1ccccc1OCC(O)CN1CCN(CCN2C(=O)c3cccc4cccc(c34)C2=O)CC1 (stereo unspecified),9,1%,?,-1%,2%,-1%,-1,?,-14%,-22%,-4%
CC1CCN(c2nnc(N3CCC(C)CC3)c3ccccc23)CC1,-1,-2%,5%,8%,-3%,-30%,6,18%,0%,?,2%
